Bioassay records as filed in PubChem.
Lipid storage S3: qHTS Assay for Lipid Storage Modulators in Drosophila S3 Cells. Drosophila S3 cells, BODIPY lipid droplet fluorescence, 18-24 h; cells fed with added oleic acid. Potency in µM for hits, for the others lipid storage change, negative = inhibition, % at the top dose, mostly 46.1 µM. hit rate 0.64% among 320,000; active = well fitted inhibition curve with a large enough effect in the signal ratio, with a control signal flat, not every such curve was filed as active; inconclusive = small, poorly fitted or top-dose-only effect, or effect the other way, or a change in a side signal; the % refers to the signal ratio
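Laser-scanning cytometry quantifies lipid droplet accumulation (500–530 nm total intensity; droplet/cell object ratio) in oleic acid-fed (400 uM added) Drosophila S3 cells treated with a concentration series. 20 uM Triacsin C defined 100% inhibition.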
Lipid storage S3 cell count max: second read-out of Lipid storage S3, no call of its own (marks repeat the call); cell number change, %; measured here: cell count max response;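 cells counted by Cell Tracker Red CMTPX staining in the red channel; peak over a dose series mostly up to 46.1 µM; percent activity relative to internal control wells on each plate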
An asterisk follows results filed as active; i = inactive; ? = inconclusive; . = no result given; [ ] = remark or other dose. % is set by controls: 0 for no effect and ±100 for the full control effect; potency is the fitted concentration of half-maximal effect.

Each structure is followed by: Lipid storage S3 | Lipid storage S3 cell count max
COc1ccc(C)cc1NC(=O)NNC(=O)C1CCC(C(C)(C)C)CC1 (stereo not given)
  0% | 13
COc1ccc(NC2CCCN(C(=O)c3ccc(C)c(N4CCNC4=O)c3)C2)cc1 (stereo not given)
  9% | 11
CC12CN3CC(C)(CN(C1)C3c1ccc3ccccc3c1O)C2=O (stereo not given)
  ? | .
CCCSc1nc2sc3c(c2c(=O)[nH]1)CCN(Cc1ccccc1)C3
  0% | 13
Cc1cc(NC(=O)c2cccc(S(=O)(=O)N3CCC(C)CC3)c2)no1
  ? | .
CCCCNC(=O)CSc1nc(O)c(Cc2ccc(OC)cc2)c(=O)[nH]1
  -13% | 3
O=C(c1ccc(Cl)c(S(=O)(=O)N2CCCCC2)c1)N1CCCC(C(F)(F)F)C1 (stereo not given)
  ? | .
Oc1ccc(NCc2cccs2)cc1
  -5% | -25
NC(=O)COC(=O)CCCSc1nc2ccccc2s1
  ? | .
O=C(NC(Cc1c[nH]c2ccccc12)C(=O)Nc1ccc(OC(F)(F)F)cc1)c1cccs1 (stereo not given)
  ? | .
Cc1ccc(Cn2ccc(NC(=O)c3cc(-c4ccc(F)cc4)on3)n2)cc1
  ? | .
O=C(CN1CCN(c2ccccc2)CC1)Nc1ccc(Oc2ccccc2)cc1
  ? | .
CCNc1nc(Oc2ccc(=O)n(-c3ccccc3)n2)nc(N2CCOCC2)n1
  ? | .
O=c1[nH]c(N2CCN(Cc3ccc4c(c3)OCO4)CC2)nc2c1CCCC2
  i | .
CCOc1nc(Nc2ccc(F)cc2)nc(N2CCN(c3ccc(OC)cc3)CC2)n1
  ? | .
Cc1noc(C)c1S(=O)(=O)Nc1c(C)n(C)n(-c2ccccc2)c1=O
  ? | .
O=C(N/N=C1/CCS(=O)(=O)c2ccc(F)cc21)c1ccccn1
  ? | .
O=C(O)c1ccc2c(c1)C(=O)N([C@H](Cc1c3ccccc3cc3ccccc13)C(=O)O)C2=O
  19% | 23
COc1ccc(C(=O)N(CN2CCCC2=O)c2nccs2)cc1OC
  ? | .
CN1C(=O)c2ccc(NC(=O)C3CC3)cc2C1=O
  1% | -6
COc1ccc(-c2noc(-c3ccc(Br)o3)n2)cc1OC
  ? | .
COc1ccc(Cl)cc1NC(=O)NC(C)C
  ? | .
O=C(O)Cc1ccc(NC(=O)C(c2ccccc2)c2ccccc2)cc1
  4% | -1
Cc1ccc(NC(=O)COC(=O)c2ccc3c(c2)OCO3)cc1S(=O)(=O)N1CCCCC1
  ? | .
COc1ccc(-c2n[nH]c(C)c2-c2cc(OC)ccc2O)cc1
  ? | .
O=C(NC1(C(F)(F)F)NC(=O)N(c2ccccc2F)C1=O)c1ccncc1 (stereo not given)
  -13% | 17
CCN(CC)S(=O)(=O)c1ccc(-c2nnc(SCC(C)=O)o2)cc1
  3% | 13
Cc1nc(C(F)(F)F)ccc1C(=O)NN1CCOCC1
  4% | 3
CNC(=S)N1N=C(c2ccc(Br)cc2)CC1c1ccc(Br)cc1 (stereo not given)
  ? | .
CCOc1ccc(C(=O)CSc2nnc3ccccn23)cc1
  i | 16

A draw from above in order of number of heavy atoms, lowest first:
Each structure is followed by: Lipid storage S3 | Lipid storage S3 cell count max
Oc1ccc(NCc2cccs2)cc1
  -5% | -25
COc1ccc(Cl)cc1NC(=O)NC(C)C
  ? | .
CN1C(=O)c2ccc(NC(=O)C3CC3)cc2C1=O
  1% | -6
CCN(CC)S(=O)(=O)c1ccc(-c2nnc(SCC(C)=O)o2)cc1
  3% | 13
CCCSc1nc2sc3c(c2c(=O)[nH]1)CCN(Cc1ccccc1)C3
  0% | 13
Cc1ccc(Cn2ccc(NC(=O)c3cc(-c4ccc(F)cc4)on3)n2)cc1
  ? | .
O=C(CN1CCN(c2ccccc2)CC1)Nc1ccc(Oc2ccccc2)cc1
  ? | .

Further records follow.
Each structure is followed by: Lipid storage S3 | Lipid storage S3 cell count max
Cc1ccc(C(CC(=O)O)Nc2nc(N3CCCCC3)nc(N3CCCCC3)n2)cc1 (stereo not given)
  ? | .
Cc1c(CCC(=O)N2CCC[C@H]2C(=O)O)c(=O)oc2c(C)c3oc4c(c3cc12)CCCC4
  ? | .
O=C(COc1ccccc1-c1ccccc1)NN=C1CCCC1
  10% | 10
Cc1ccc(-n2cnc(N)c2C(=O)c2cccc([N+](=O)[O-])c2)cc1
  -1% | 0
COc1cc(C)c(NC(=S)NCCCN2CCOCC2)cc1OC
  19% | 16
O=C(CCc1ccccc1)NC(=S)Nc1cccc(C(=O)O)c1
  ? | .
O=C(O)c1cccnc1SC1CC(=O)N(c2cccc(C(F)(F)F)c2)C1=O (stereo not given)
  ? | .
CN(C)c1ccnc2sc3c(NCC(O)CO)ncnc3c12 (stereo not given)
  ? | .
CN(Cc1ccc(C(C)(C)C)cc1)C(=O)c1ccc2c(c1)OCO2
  ? | .
CC(=O)N1CCc2c(sc(NC(=O)C3CCCN3S(=O)(=O)c3cccs3)c2C#N)C1 (stereo not given)
  ? | .
COc1ccc(-c2csc(NC(=O)c3ccc(OCC(=O)N4CCOCC4)c(OC)c3)n2)cc1OC
  i | -1
CCC(=O)Nc1cccc(Oc2nc(C)cc(C)c2C#N)c1
  ? | .
CCOc1ccc(-n2c(SCC(=O)Nc3cc(C)on3)nc3c([nH]c4ccccc43)c2=O)cc1
  ? | .
O=C1/C(=C\c2ccncc2)SC(=S)N1C1CCCCC1
  1% | 8
O=C(COc1ccc(C(=S)N2CCOCC2)cc1)N1CCCC1
  ? | .
CCCn1c(N)c(C(=S)NC(=O)C2CC2)c(=O)n(C)c1=O
  ? | .
CC(C)C1Cc2c(sc3c2c(=O)n(Cc2ccccc2)c2nncn32)CO1 (stereo not given)
  ? | .
O=C(NC1CCc2ccccc21)c1cc(COc2ccc(F)cc2F)on1 (stereo not given)
  13% | 0
O=C(CSc1nnc(-c2ccncc2)n1CCc1ccccc1)NCc1ccccc1
  3% | -8
Brc1cnc(N2CCOCC2)nc1N1CCCCC1
  ? | .
CC(=O)N1c2c(cc(Br)cc2S(=O)(=O)NCc2cccnc2)CC1C (stereo not given)
  13% | -30
CCC(c1nnnn1CCc1ccccc1)N(Cc1ccco1)Cc1cc2cc(C)cc(C)c2[nH]c1=O (stereo not given)
  i | -20
O=C(O)c1nc(NCCc2ccccc2)ncc1Cl
  ? | .
CCn1c(=O)cc(OCC(=O)Nc2cccnc2)c2ccccc21
  ? | .
CC(C)c1ccc(C2CC(=O)N3CN(Cc4ccco4)CSC3=C2C#N)cc1 (stereo not given)
  28% | 1
COc1cccc(COc2ccc3ccc(=O)oc3c2)c1
  ? | .
COc1ccc(-c2nnc(SCC(=O)N3CCCC(C)C3)o2)c(OC)c1 (stereo not given)
  17% | -1
N#C/C(=C\c1ccc(Br)s1)C(=O)N1CCN(c2ccccc2)CC1
  i | -11
C=C1CCC2[C@](C)(CO)[C@H](O)CC[C@@]2(C)[C@@H]1/C=C/C1=CCOC1=O (stereo not given in full)
  10% | 13
Nc1cccc2[nH]c(C(F)(F)F)nc12
  i | .

Later entries:
Each structure is followed by: Lipid storage S3 | Lipid storage S3 cell count max
CO/N=C/c1ccc(Sc2ccccc2)c([N+](=O)[O-])c1
  i | .
O=C(NCc1ccccc1)C1=C[C@H](C2CCCCC2)C[C@H](OCc2ccc(CO)cc2)O1
  6% | 0
COc1ccccc1CNC(=O)C(C)n1cccc1C(=O)c1ccccc1 (stereo not given)
  i | -9
CCOc1ccc(NC(=O)c2ccccc2NS(=O)(=O)c2ccc(F)cc2)c([N+](=O)[O-])c1
  3% | 2
O=C(Nc1nc2ccc(Cl)cc2s1)[C@@H]1CCCN1C(=O)c1cccs1
  ? | .
CCOC(=O)N1CCN(C(=O)CSc2ccc(Cl)cc2)CC1
  2.6µM* | 4.8*
Nn1cc(-c2ccccc2)nc1SCC(=O)NCC(F)(F)F
  14% | .
NS(=O)(=O)c1ccc(NCc2cc(Cl)ccc2OCc2ccccc2F)cc1
  ? | .
Cc1ccc(C(=O)Nc2ccnc(-c3cccnc3)n2)cc1
  ? | .
CC(C)C(NS(=O)(=O)c1c(Cl)cccc1Cl)C(=O)OCC(=O)c1c[nH]c2ccccc12 (stereo not given)
  i | -24
O=S(=O)(Cc1ccc(Cl)cc1)N1CCN(c2ncccn2)CC1
  ? | .
O=C(O)c1ccc(N/N=C/c2ccc(-c3ccccc3Cl)o2)cc1
  5% | 1
Cc1cc(NC(=O)CCCC(=O)Nc2ccc(F)cc2)no1
  i | .
Cn1cc(CNC(=O)c2ccc(OC3CCN(Cc4ccccn4)CC3)cc2)cn1
  i | .
O=C(Cn1nc(-c2cccc([N+](=O)[O-])c2)c2ccccc2c1=O)NCC1CCCO1 (stereo not given)
  ? | .
O=C(COc1ccc(C(=S)N2CCOCC2)cc1)Nc1ccccc1C(F)(F)F
  11% | 2
CCCc1nc2sc3c(=O)n(N)cnc3c2c2c1COC(C)(C)C2
  9% | 8
COc1ccc(CNC(=O)CCNC(=O)c2ccco2)cc1OC
  ? | .
COCCCNC(=O)c1ccc([N+](=O)[O-])cc1
  17% | -25
Cc1cc(=O)n2c3c(cccc13)CCC2
  ? | .
CS(=O)(=O)N1CCC(C(=O)Nc2ccc(Cl)c(Cl)c2)CC1
  18% | -7
Cc1ccc(NC(=O)CSc2nnc(-c3ccncc3)o2)cc1C
  3% | 5
O=C(NC(=S)Nc1cccnc1Cl)c1ccco1
  ? | .
O=C(N/N=C/c1cccnc1)c1ccc(NC(=O)c2ccccc2Cl)cc1
  ? | .
COc1ccc(-c2ccc(/C=N/NC(=O)c3cccnc3)o2)c([N+](=O)[O-])c1
  ? | .
COC(=O)C1CN(C(=O)C(C)Oc2cc(C)ccc2C(C)C)c2ccccc2O1 (stereo not given)
  16% | -6
Cc1ccc(NC(=S)NC(=O)c2ccc(-c3ccc(Cl)cc3)o2)c(O)c1
  ? | .
NC(=O)CN1CCN(C(=O)NC2CCCCC2)CC1
  ? | .
Cn1cnnc1SC(C(=O)c1ccccc1)c1ccccc1 (stereo not given)
  -5%[9.22 µM] | .
CN(C)/C=C/C(=O)c1ccn(S(=O)(=O)c2ccccc2)c1
  1% | -1

Among those listed so far, two contain a tert-butyl group.
Each structure is followed by: Lipid storage S3 | Lipid storage S3 cell count max
COc1ccc(C)cc1NC(=O)NNC(=O)C1CCC(C(C)(C)C)CC1 (stereo not given)
  0% | 13
CN(Cc1ccc(C(C)(C)C)cc1)C(=O)c1ccc2c(c1)OCO2
  ? | .

(continued)
Each structure is followed by: Lipid storage S3 | Lipid storage S3 cell count max
CN(C)c1ccc(NC(=O)COC(=O)c2cc(Cl)ccc2[N+](=O)[O-])cc1
  ? | .
Oc1c(C=NCc2ccc(F)cc2)[nH]c2ccc(Br)c(Cl)c12
  ? | .
CCOC(=O)Cc1csc(SCC(=O)N2CCN(c3ccc(OC)cc3)CC2)n1
  i | 11
CC(=O)O[C@@H]1C[C@H]2C(C)=C[C@H]3OC(=O)[C@@H](C)[C@H]3C[C@H]2[C@]1(C)O
  -10% | 2
Cc1nc2c(c(=O)n1CCC1=CCCCC1)c1nc3ccccc3nc1n2/N=C/c1ccccc1
  ? | .
Cc1ccc(OCc2nc(-c3ccc(Cl)cc3)n[nH]2)cc1
  i | .
CCN(CC(=O)NCc1ccc(Cl)cc1)C(=O)c1cccc(S(=O)(=O)Nc2ccc(OC)cc2)c1
  ? | .
CCN(CC)C(=O)N1CCN(C)CC1
  -6% | 8
Cc1cc(C)n2nc(-c3ccc(F)cc3)nc2n1
  ? | .
Cc1nc2ccc(NC(=O)CS(=O)(=O)c3ccccc3)cc2s1
  ? | .
O=C1CC(c2cccc([N+](=O)[O-])c2)c2c(ccc3ccccc23)N1 (stereo not given)
  ? | .
Cc1ccc(C)c(N(C(=O)c2csnn2)C(C(=O)NC2CCCCC2)c2ccccn2)c1 (stereo not given)
  -11% | 23
Cc1cc(NC(=O)COC(=O)C2CC(=O)N(c3ccc(Cl)cc3)C2)no1 (stereo not given)
  ? | .
COc1ccc(-c2csc(NC(=O)C3=NN(c4ccccc4)C(=O)CC3)n2)cc1
  -1% | -16
O=C(Nc1ccc(Nc2ccncc2)cc1)c1ccc(Nc2ccnc3ccc([N+](=O)[O-])cc23)cc1[N+](=O)[O-]
  ? | .
CCOC(=O)/C(C#N)=C/Nc1ccccc1OC
  ? | .
COC(=O)C(NC(C)=O)(Nc1ccc(Br)cn1)C(F)(F)F (stereo not given)
  8% | -10
COc1ccc(C(=O)NC2c3ccccc3-c3ccccc32)cc1
  6% | 3
COc1ccc(CCNC(=O)C(=O)N2CCCC2)cc1OC
  ? | .
COc1ccc(NC(=O)CN(C)CC(=O)NCC2CCCCC2)cc1
  ? | .
O=C(CSc1n[nH]c(=O)[nH]c1=O)N/N=C/C=C/c1ccccc1
  7% | 15
Cc1ccc(C(=O)c2ccccc2C(=O)OCC(=O)N2CC(C)CC(C)C2)cc1 (stereo not given)
  ? | .
O=C(NCCO)c1ccc2c3n(nc2c1)-c1ccccc1CO3
  ? | .
COc1ccc(N=C2SC(CC(=O)Nc3ccccc3F)C(=O)N2Cc2ccco2)cc1 (stereo not given)
  19% | -9
COC(=O)CS(=O)(=O)c1ccsc1C(=O)Nc1ccc(F)c(F)c1
  10% | 16
CCCOc1c(OC)cccc1C1CC(=O)Nc2cc3c(cc21)OCO3 (stereo not given)
  ? | .

This is a subset (hit frequency here may not be typical).
